IP6K1 inh: blocks human inositol hexakisphosphate kinase 1; Q92551; 140,000 tested, 0.81% active; IP6K1 kinase, ADP-Glo luminescence, 2 h; stronger effect = lower value; activity change, % (series mostly up to about 58 µM); in the data active = activity change below about -25%
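ADP-Glo luminescence measures ADP made by human IP6K1 during a 2 h RT reaction with ATP/IP6 (mix at 1.3 mM/130 uM); top library doses 57.5 and 19.1 uM final.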
SNCA expr inhib: reduces expression of the alpha-synuclein gene | HEK-293 SNCA-luciferase knock-in, luminescence, 24 h | Potency, µM (titrated, usually from 57.2 µM), inactives show at the top dose activity change, negative = inhibition, usual class: inhibitors | 140,000 tested, 0.17% active | AID 1671194;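 note: potency is the fitted concentration of half-maximal effect; plate controls were DMSO cells for no effect and cell-free wells for full effect; nearly all actives have a fitted effect of over 45% in size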
NIH3T3 tox: kills NIH 3T3 cells; NIH 3T3 viability, CellTiter-Glo ATP luminescence, 48-72 h; Potency, µM (highest dose often 96.7 µM), without a hit: at the top dose activity change, negative = cytotoxicity, usual class: inhibitors; 94,000 tested, 4.3% active; AID 1345082; note: potency is the fitted concentration of half-maximal effect; nearly all actives have a fitted effect of over 55% in size
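First NIH 3T3 cells are plated at 400 cells/well; next compound is pinned in; then plates incubate 48 or 72 hr at 37 °C; finally CellTiter-Glo is added and luminescence read after 10 min.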
SNCA viab count: reduces viability of HEK-293 SNCA reporter cells; HEK-293-SNCA-luc viability, GF-AFC fluorescence, 24 h; Potency, µM (series often up to 57.1 µM), inactives show top-dose activity change, negative = cytotoxicity, actives largely listed as cytotoxic; 150,000 tested, 0.12% active; AID 1671193;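 note: potency is the fitted concentration of half-maximal effect; 0% = DMSO-treated cells and -100% = medium-only wells without cells; nearly all actives have a fitted effect of over 30% in size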
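Cytotoxicity counterscreen: after 24 h compound treatment of genome-edited SNCA-luciferase HEK-293 cells, live-cell protease substrate GF-AFC read by fluorescence after 30 min; activity scaled between DMSO (0%) and medium-only (-100%), curves Hill-fitted.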
HEK cytotox: HEK 293 cell cytotoxicity; HEK 293 viability, ATP luminescence (CellTiter-Glo), 48-72 h; Potency, µM (titrated, usually from 115 µM), for the others: top-dose activity change, negative = cytotoxicity, actives largely listed as inhibitors; 94,000 tested, 6.6% active; AID 1345083; note: potency is the fitted concentration of half-maximal effect; nearly all actives have a fitted effect of over 60% in size
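HEK 293 cells at 250 cells/well were exposed to compounds by pintool transfer for 48 or 72 hr at 37 degree Celsius, 5% CO2. Viability was read as ATP-coupled luminescence with CellTiter-Glo after 10 min at room temperature.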
GPT2 inh: GPT2 alanine aminotransferase inhibition; Q8TD30; Recombinant GPT2, coupled pyruvate oxidase/HRP Amplex Red fluorescence; Potency, µM (top dose mostly 57.7 µM), for the others: at the top dose activity change, negative = inhibition, actives largely listed as inhibitors; 100,000 tested, 0.25% active; AID 1671188; note: potency is the fitted concentration of half-maximal effect; nearly all actives have a fitted effect of over 60% in size; many of its hits are not listed in these tables
Target sequence (Q8TD30 whole entry, looked up): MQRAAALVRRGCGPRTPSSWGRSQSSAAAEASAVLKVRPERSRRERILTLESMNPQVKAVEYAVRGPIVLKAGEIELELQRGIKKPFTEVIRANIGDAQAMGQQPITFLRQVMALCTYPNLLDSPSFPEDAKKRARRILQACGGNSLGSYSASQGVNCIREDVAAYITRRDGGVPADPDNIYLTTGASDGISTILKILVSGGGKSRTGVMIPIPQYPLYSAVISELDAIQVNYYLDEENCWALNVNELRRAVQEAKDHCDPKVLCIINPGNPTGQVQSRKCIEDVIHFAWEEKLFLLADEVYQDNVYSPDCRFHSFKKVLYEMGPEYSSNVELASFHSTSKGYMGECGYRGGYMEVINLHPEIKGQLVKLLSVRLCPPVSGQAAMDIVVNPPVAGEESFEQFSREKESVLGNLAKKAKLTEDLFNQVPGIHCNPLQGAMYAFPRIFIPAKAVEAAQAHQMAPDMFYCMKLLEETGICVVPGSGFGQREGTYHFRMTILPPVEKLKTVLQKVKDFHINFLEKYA
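Recombinant GPT2 (10ng/uL) with 250uM a-KG and 2mM L-alanine, 30 min at room temperature, in HEPES pH 7.5 buffer. Pyruvate detected by pyruvate oxidase/HRP/Amplex Red fluorescence after 30 min in the dark; AOA (50uM) as positive control.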
FLuc inh: blocks purified firefly luciferase enzyme activity; P08659; purified P. pyralis luciferase, luminescence, biochemical; Potency, µM (highest dose often 115 µM), inactives show at the highest dose activity change, negative = inhibition, usual class: inhibitors; 76,000 tested, 2.5% active; AID 1347043; note: potency is the fitted concentration of half-maximal effect; nearly all actives have a fitted effect of over 65% in size
Target sequence (P08659 whole entry, looked up): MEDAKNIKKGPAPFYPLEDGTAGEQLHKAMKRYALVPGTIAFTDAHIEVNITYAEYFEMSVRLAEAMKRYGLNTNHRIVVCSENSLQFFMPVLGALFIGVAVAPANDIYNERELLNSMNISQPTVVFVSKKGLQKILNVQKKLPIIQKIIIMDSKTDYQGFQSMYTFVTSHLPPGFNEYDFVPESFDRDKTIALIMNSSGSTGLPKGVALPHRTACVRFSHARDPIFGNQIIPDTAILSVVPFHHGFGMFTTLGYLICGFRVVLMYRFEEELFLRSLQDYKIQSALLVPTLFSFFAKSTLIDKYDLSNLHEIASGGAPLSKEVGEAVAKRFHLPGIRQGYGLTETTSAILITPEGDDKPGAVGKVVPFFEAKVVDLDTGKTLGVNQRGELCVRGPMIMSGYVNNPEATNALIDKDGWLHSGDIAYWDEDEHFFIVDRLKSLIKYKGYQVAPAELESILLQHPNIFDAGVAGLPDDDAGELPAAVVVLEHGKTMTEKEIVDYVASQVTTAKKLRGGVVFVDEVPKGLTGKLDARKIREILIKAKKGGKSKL
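Purified 10nM P. pyralis luciferase with 10uM D-luciferin and 10uM ATP in 50mM Tris acetate pH 7.5, 10mM Mg acetate, 0.01% Tween-20, 0.05% BSA. qHTS titration; luminescence read by CCD imager.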
Starred values were filed as active, the others as inactive; i = inactive; ? = inconclusive; nt = not tested or not shown; [ ] = remark or other dose. Unless noted, calls come from the whole dose curve; as a rule, active = well fitted curve in the direction sought with a large enough effect; inconclusive = small, poorly fitted or top-dose-only effect, or another doubt; inactive = no such curve, though single readings can be large; an effect the other way counts as inactive or inconclusive. Unless noted, % is set by controls: 0 for no effect and ±100 for the full control effect. Only part of the results is shown (hit frequency here may not be typical).

1: CCn1ccc(C(=O)N2CCCCCCNC(=O)[C@@H]3C[C@@H](c4nc(Cc5ccccc5)no4)C[C@@H]32)n1
2: Cn1cncc1C(=O)N1CCCn2ccnc2C1c1ccccc1 (stereo not given)
3: CCOc1ccccc1CN1CC(C(=O)NCc2ccncc2)C2(CCOCC2)C1 (stereo not given)
4: O=C(c1ccoc1)N1CCC(Oc2cccc(F)c2)C1 (stereo not given)
5: CC/C=C\CCO[C@@H]1O[C@H](CO)[C@@H](O)[C@H](O)[C@H]1O
6: Cc1cccc(-c2nc3cc4c(cc3cc2CN2CCC[C@H]2C(N)=O)OCO4)c1
7: O=C(NC1CCCN(c2nc3ncccc3o2)C1)c1ccc(F)cc1 (stereo not given)
8: O=C(c1cccc(Cl)c1)N1CCC(C(=O)N2CCC(N3CCOCC3=O)CC2)CC1
Assay by compound | 1 | 2 | 3 | 4 | 5 | 6 | 7 | 8
NIH3T3 tox | -29% | -9% | -17% | -41% | nt | ? | -23%[138 µM] | -12%
GPT2 inh | ? | 5% | ? | i | -30% | 3% | -15%[88.5 µM] | i
FLuc inh | -7% | -3% | -9% | 1% | nt | -24% | -6%[172 µM] | nt
IP6K1 inh | 20 | 6 | 9 | -3 | 6 | 10 | 20 | 8
SNCA viab count | ? | 5% | 7% | -4% | -12% | -23% | -7%[87.6 µM] | 4%
SNCA expr inhib | -2% | 20% | -7% | -24% | nt | 5% | 11%[87.6 µM] | 6%
HEK cytotox | -13% | -3% | -28% | -16% | nt | ? | -15%[172 µM] | -7%

9: CCCCOc1ccc(CNC(=O)c2ccc(NC(=O)N3CCCCc4ccccc43)cc2)cc1
10: O=C(Cn1cccn1)N1CC(c2noc(C3CCCN3CC3CC3)n2)C1 (stereo not given)
11: COc1ccccc1N1CCN(C(=O)c2cnn(C(C)(C)C)c2C2CCN(C(=O)OC(C)(C)C)CC2)CC1
12: Cc1ccc(CNCc2c(C(=O)O)c(C)n(Cc3ccc(C)cc3)c2C)cc1
13: Cc1noc([C@@H]2C[C@H](NC(=O)c3ccccc3)CN2C)n1
14: Cc1ccc(C(=O)NC2CCCN(c3cc(-c4ccc(Cl)cc4)[nH]n3)C2)cn1 (stereo not given)
15: O=C(c1ccccc1F)N1CCN(C(=O)c2nc3cccnc3n(Cc3ccccc3)c2=O)CC1
16: O=C(O)C[C@@H]1CCN(C(=O)C2CC2)C[C@@H]1CCN1CCN(c2ccc(F)cc2)CC1
Assay by compound | 9 | 10 | 11 | 12 | 13 | 14 | 15 | 16
NIH3T3 tox | nt | -12% | nt | nt | -13%[230 µM] | ? | -12% | 0%[174 µM]
GPT2 inh | nt | -10% | nt | nt | -18%[88.5 µM] | ? | 3% | -8%[88.5 µM]
FLuc inh | nt | -2% | nt | nt | 7%[230 µM] | ? | nt | -3%[172 µM]
IP6K1 inh | 12 | 9 | 14 | -14 | 19 | 6 | 0 | -9
SNCA viab count | -12% | 8%[12.5 µM] | 1% | -12% | -3%[87.6 µM] | -24% | 1% | 2%[87.6 µM]
SNCA expr inhib | -13% | -14% | -11% | -10% | -13%[87.6 µM] | 1% | -3% | -1%[87.6 µM]
HEK cytotox | nt | -16% | nt | nt | 4%[230 µM] | 28µM* | 4% | i

17: CC(Cn1ccnc1-c1cn(C2CCNCC2)nn1)Oc1cccnc1 (stereo not given)
18: Cc1ccc(CCn2c3c(c4cc(Cl)ccc42)CN(C)CC3)cn1
19: CCOC(=O)C1=C(C)N=C2SC=C(CC(=O)NCC3CC3)N2C1c1cc(OC)ccc1OC (stereo not given)
20: COc1cccc(C(=O)Nc2cc(-c3ccccc3)no2)c1
21: COc1ccc(C(=O)N[C@@H]2CN(c3ncccn3)C[C@H]2CN(C)C)c(OC)c1
22: Cc1ccc(C)c(NC(=O)Cn2cc(S(=O)(=O)N3CCCC3)c(S(=O)(=O)N3CCCC3)c2)c1
23: CCOc1ccc(CNC(=O)CSc2cc(=O)n(CC)c3ccccc23)cc1
24: COc1ccccc1CNS(=O)(=O)c1ccc(F)c(C(=O)Nc2cc(Cl)ccc2OC)c1
Assay by compound | 17 | 18 | 19 | 20 | 21 | 22 | 23 | 24
NIH3T3 tox | -5% | nt | -3% | nt | -20% | nt | nt | nt
GPT2 inh | -13% | i | i | nt | i | nt | nt | nt
FLuc inh | -2% | nt | 7% | nt | 3% | nt | nt | nt
IP6K1 inh | 9 | 13 | -12 | -10 | 0 | 5 | -2 | 38
SNCA viab count | 0% | 0%[23.9 µM] | 1% | -10% | -10% | 2% | 7% | 2%
SNCA expr inhib | -23% | -34%[25.6 µM] | -1% | -14% | -2% | 21% | -15% | 1%
HEK cytotox | -10% | nt | -5% | nt | 1% | nt | nt | nt

From no. 19 up to 24, as listed above:
19: CCOC(=O)C1=C(C)N=C2SC=C(CC(=O)NCC3CC3)N2C1c1cc(OC)ccc1OC (stereo not given)
20: COc1cccc(C(=O)Nc2cc(-c3ccccc3)no2)c1
21: COc1ccc(C(=O)N[C@@H]2CN(c3ncccn3)C[C@H]2CN(C)C)c(OC)c1
22: Cc1ccc(C)c(NC(=O)Cn2cc(S(=O)(=O)N3CCCC3)c(S(=O)(=O)N3CCCC3)c2)c1
23: CCOc1ccc(CNC(=O)CSc2cc(=O)n(CC)c3ccccc23)cc1
24: COc1ccccc1CNS(=O)(=O)c1ccc(F)c(C(=O)Nc2cc(Cl)ccc2OC)c1
Assay by compound | 19 | 20 | 21 | 22 | 23 | 24
NIH3T3 tox | -3% | nt | -20% | nt | nt | nt
GPT2 inh | i | nt | i | nt | nt | nt
FLuc inh | 7% | nt | 3% | nt | nt | nt
IP6K1 inh | -12 | -10 | 0 | 5 | -2 | 38
SNCA viab count | 1% | -10% | -10% | 2% | 7% | 2%
SNCA expr inhib | -1% | -14% | -2% | 21% | -15% | 1%
HEK cytotox | -5% | nt | 1% | nt | nt | nt

(continued)
25: Cc1ccc2c(c1)cc(C(=O)Nc1ccc(F)cc1F)n2C
26: CCCOc1ccc(C2c3c(-c4ccccc4O)n[nH]c3C(=O)N2CCCOCC)cc1OCC (stereo not given)
27: CCOc1ccc(CCNC(=O)c2cn(C)c3ccc(S(=O)(=O)N4CCOCC4)cc3c2=O)cc1OCC
28: CCc1ccc(-n2c(=O)c3c4c(sc3n(CC(=O)c3ccc(Br)cc3)c2=O)CCC4)cc1
29: Clc1ccc(-c2cnc([C@@H]3COCCN3C3CCOCC3)[nH]2)cc1
30: COc1ccc(N2CC(C(=O)N3CCC(C(=O)NCc4cccc(OC)c4)C3)NC2=O)cc1 (stereo not given)
31: CCCS(=O)(=O)N[C@@H]1CN(Cc2ccccn2)C[C@H]1CN(C)C
32: COc1ccc(NC(=O)c2cc(S(=O)(=O)NCCC3=CCCCC3)ccc2F)cc1
Assay by compound | 25 | 26 | 27 | 28 | 29 | 30 | 31 | 32
NIH3T3 tox | nt | nt | nt | nt | -3%[174 µM] | 4% | 0% | nt
GPT2 inh | nt | nt | nt | nt | -2%[88.5 µM] | i | i | nt
FLuc inh | nt | nt | nt | nt | 2%[172 µM] | 6% | -1% | nt
IP6K1 inh | 8 | 13 | -5 | -18 | 6 | -8 | 10 | 15
SNCA viab count | 1% | ? | 17% | ? | -2%[87.6 µM] | 8% | 0% | ?
SNCA expr inhib | 3% | ? | ? | 3% | -6%[87.6 µM] | 9% | 6% | ?
HEK cytotox | nt | nt | nt | nt | -5%[172 µM] | 3% | -6% | nt

33: CCC(=O)Nc1cc(-c2ccccn2)nn1-c1ccccc1
34: CS(=O)(=O)N1CCOc2ccc(CCC(=O)NC3CCCc4ccccc43)cc2C1 (stereo not given)
35: Cc1cc(C(=O)N2CCN(c3ccc(F)cc3)CC2)c2c(C)nn(-c3cccc(Cl)c3C)c2n1
36: CCOc1ccc(C(=O)NCCc2csc(-c3cccc(C)c3)n2)cc1
37: N#Cc1ccc(CN2CCC3(CC2)CNC(=O)c2ccccc2O3)cc1
38: CCn1cc(S(=O)(=O)NC2CCc3nn(CC4CC4)c(=O)n3CC2)cn1 (stereo not given)
39: Cc1noc(C)c1CC(=O)N[C@@H]1CN(S(C)(=O)=O)C[C@H]1CN(C)C
40: O=C(CSc1nnc(-c2cccs2)o1)Nc1cccc(C(F)(F)F)c1
Assay by compound | 33 | 34 | 35 | 36 | 37 | 38 | 39 | 40
NIH3T3 tox | -17%[138 µM] | -14% | nt | nt | -36% | -7% | 0% | nt
GPT2 inh | i | -13% | nt | nt | ? | 3% | 3% | nt
FLuc inh | nt | -2% | nt | nt | nt | -12% | 3% | nt
IP6K1 inh | 7 | -6 | 12 | -25 | -2 | -12 | 0 | -9
SNCA viab count | 1%[87.6 µM] | 8%[12.5 µM] | -11% | 9% | -11% | 18% | -2% | 8%
SNCA expr inhib | -19%[87.6 µM] | -25% | -3% | 9% | ? | 10% | 7% | -2%
HEK cytotox | i | ? | nt | nt | ? | ? | i | nt

41: CC(=O)NC1(C)CCN(Cc2cccc(-c3ccccc3)c2)C1 (stereo not given)
42: COc1cc(CCC(=O)N2CCc3n[nH]c(=O)n3CC2)on1
43: C#CCOc1ccc(C2CC(=O)Nc3c2c(C)nn3-c2nc(C)cc(C)n2)cc1 (stereo not given)
44: O=C([C@@H]1Cc2nc[nH]c2CN1CC1CC1)N1CCCC1
45: COc1ccc(C(=O)N2CC[C@@H](CC(=O)O)[C@@H](CCN3CCCCC3)C2)cc1
46: Cc1ccc(OCc2nc(C3CCCCN3C(=O)CCc3ccccc3)no2)cc1 (stereo not given)
47: c1ccc(C2=NOC3(CCCN(CC4CCCC4)C3)C2)cc1 (stereo not given)
48: CCCc1ccc([S+](=O)([O-])N2CCC3(CC2)CNC(=O)C3CO)cc1 (stereo not given)
49: O=C1NCCCCCCN(C(=O)c2ccoc2)[C@H]2C[C@H](c3nc(Cc4ccccc4)no3)C[C@@H]12
50: COc1ccccc1OC1(C(=O)O)CCN(c2ncnc(C)c2C)CC1
51: CN1CCC(N2CC[C@H]3COC(=O)N3c3cc(F)ccc3C2)CC1
Assay by compound | 41 | 42 | 43 | 44 | 45 | 46 | 47 | 48 | 49 | 50 | 51
NIH3T3 tox | -26%[138 µM] | -13% | nt | 3%[230 µM] | -8%[138 µM] | ? | ? | -16% | ? | i | -1%[174 µM]
GPT2 inh | -8%[88.5 µM] | i | nt | 1%[88.5 µM] | -29%[88.5 µM] | i | i | nt | 0% | -1% | i
FLuc inh | 7%[172 µM] | 1% | nt | 6%[230 µM] | -6%[172 µM] | -2% | nt | nt | -11% | -2% | -2%[172 µM]
IP6K1 inh | 29 | 7 | 14 | 5 | -13 | -5 | -3 | -3 | 1 | 1 | -14
SNCA viab count | 1%[87.6 µM] | -3% | -25% | 2%[87.6 µM] | 6%[87.6 µM] | 2% | -3%[87.6 µM] | nt | 2% | -4% | -2%[87.6 µM]
SNCA expr inhib | 3%[87.6 µM] | -2% | 6% | 4%[87.6 µM] | -29%[87.6 µM] | 3% | -24%[87.6 µM] | nt | -9% | -14% | -11%[87.6 µM]
HEK cytotox | ? | 1% | nt | i | -10%[172 µM] | ? | ? | ? | ? | -8% | -3%[172 µM]
